Screening results from PubChem BioAssay.
TPT1 inhibitor: blocks Candida albicans tRNA 2'-phosphotransferase. recombinant caTPT1, FP RNA substrate dephosphorylation. inhibition, % at 5 µM. 0.81% of 300,000 active;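 active = inhibition above the mean of all tested compounds plus 3 SD, set per screening campaign, cut at about 24% in these data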;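 note: plate controls were DMSO alone for no effect and ferristatin control at 100 nM for full effect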
HCV core dimer: blocks dimerization of HCV core protein | TR-FRET GST/Flag-core106 dimerization, 1536-well | inhibition, % at 5 µM | 0.33% of 300,000 active;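 active = inhibition above the mean of all tested compounds plus 3 SD, set per screening campaign, cut at about 45% in these data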
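Assay system – GST-tagged and Flag-tagged HCV core protein residues 1-106 · Quantity – core106 proteins, GST 13.5 nM and Flag 17 nM · Benchmarks – unlabelled core106 and no-GST-core106 wells · Read-out basis – percent inhibition of core106 dimerization signal · Detection – time-resolved FRET, ex 340 nm, em 617 and 671 nm · Schedule – 4 h at 22.5 °C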
Efflux pump inh: antifungal efflux pump inhibition, Nile Red retention | inhibition, % at 10 µM | S. cerevisiae Candida pump triplex | 0.44% of 330,000 active;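 active = plate passing quality check with inhibition over a set limit, or well fluorescence over plate mean plus 4 SD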;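 note: Nile Red retained in pooled yeast measured as flow cytometry median fluorescence; 0% = buffer negative control and 100% = Enniatin B positive control; higher means more Nile Red kept so more efflux inhibition; some compounds called inactive have numbers as strong as hits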
procasp3 activ: activators of human procaspase-3; P42574; recombinant procaspase-3 D3A, Ac-DEVD-pNA absorbance 405 nm; activation, % at 8.5 µM; 0.11% of 330,000 active; AID 463141;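 active = activation above the mean of all tested compounds plus 3 SD, cut at about 21% in these data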;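 note: 0% = DMSO alone and 100% = DMSO wells spiked with extra 5 µM PC-3 D3A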
Target sequence (P42574 whole entry D9A/D28A/D175A): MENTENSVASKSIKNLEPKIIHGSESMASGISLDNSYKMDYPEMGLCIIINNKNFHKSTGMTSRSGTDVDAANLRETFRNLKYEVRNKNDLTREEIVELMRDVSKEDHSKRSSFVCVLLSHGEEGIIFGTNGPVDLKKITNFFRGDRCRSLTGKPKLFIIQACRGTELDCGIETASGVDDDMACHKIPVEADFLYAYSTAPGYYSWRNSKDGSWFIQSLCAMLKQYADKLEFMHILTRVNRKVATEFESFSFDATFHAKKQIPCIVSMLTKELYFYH
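Technique: 405 nm absorbance of p-nitroaniline, reads at 0 and 120 min; Test system: Procaspase-3 D3A mutant; Incubation: 1 h enzyme-compound preincubation, then 2 h substrate reaction, 25 °C; Repeats: singlicate, each compound tested once; Benchmarks: low control DMSO wells, high control DMSO plus 5 µM PC-3 D3A.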
PP5 primary: inhibitors of human protein phosphatase 5 (PP5) | P53041 | purified PP5c, OMFP substrate fluorescence | inhibition, % at 6.7 µM | 0.18% of 320,000 active;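 active = inhibition above the campaign's mean inhibition across all tested compounds plus 3 SD, cut at about 9.5% in these data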;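 note: 0% = DMSO only and 100% = 100 µM cantharidin control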
CTSL1 counter: counter-screen for PFM18AAP inhibitors: inhibitors of F. hepatica cathepsin L1; recombinant F. hepatica cathepsin L1, Z-Leu-Arg-MCA fluorescence; inhibition, % at 5.96 µM; 0.49% of 300,000 active; AID 1906;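 active = inhibition above the mean of all tested compounds plus 3 SD, set per screening campaign, cut at about 17% in these data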;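 note: 0% = plate median of test compound wells and 100% = 1 µM Z-Phe-Ala-diazomethylketone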
JMJD2C inh: blocks human GASC-1 demethylase activity. Q9H3R0. GST-JMJD2C(1-420) H3K9me3 demethylation, DELFIA europium. inhibition, % at 2.35 µM. 0.069% of 330,000 active. AID 2099;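 active = more than half of a compound's replicate wells show inhibition beyond 50%, single wells judged on their own value; inconclusive = some, but no more than half, of replicates pass 50% inhibition; inactive = no replicate passes 50% inhibition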;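 note: signal counts dimethyl H3K9 product captured on neutravidin plate; 0% = median of DMSO wells and 100% = 0.3 times that DMSO median; strong numbers were not always called active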
Target sequence (Q9H3R0 1-420 limits assumed): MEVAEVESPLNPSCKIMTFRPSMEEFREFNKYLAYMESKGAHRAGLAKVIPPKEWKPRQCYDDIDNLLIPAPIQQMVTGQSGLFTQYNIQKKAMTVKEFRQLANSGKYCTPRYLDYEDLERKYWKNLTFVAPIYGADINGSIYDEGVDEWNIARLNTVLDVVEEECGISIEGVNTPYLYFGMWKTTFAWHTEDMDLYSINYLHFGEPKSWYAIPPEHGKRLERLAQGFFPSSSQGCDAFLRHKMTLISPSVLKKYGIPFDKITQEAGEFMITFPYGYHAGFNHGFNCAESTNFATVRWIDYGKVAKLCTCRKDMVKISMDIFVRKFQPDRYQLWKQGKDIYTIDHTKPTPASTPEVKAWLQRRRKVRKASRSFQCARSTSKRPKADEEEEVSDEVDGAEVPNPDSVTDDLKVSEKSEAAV
PP1 counter: blocks human PP1-alpha phosphatase, a PP5 counter-screen; P62136; purified PP1alpha, OMFP fluorescence; inhibition, % at 6.7 µM; 0.9% of 320,000 active; AID 2235;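 active = inhibition above the mean inhibition of all tested compounds plus 3 SD, computed separately for each screening campaign, cut at about 15% in these data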
proCasp7 act: activates human procaspase-7, counter-screen for procaspase-3 activators. P55210. recombinant procaspase-7, Ac-DEVD-pNA absorbance 405 nm; D23A/D198A/D206A triple mutant, cannot self-cleave; scale: DMSO 0, 5 µM enzyme 100. activation, % at 8.5 µM. 0.093% of 330,000 active. AID 463210;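 active = percent activation above the screen-wide mean plus 3 SD, cut at about 25% in these data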
Target sequence (P55210 whole entry D23A/D198A/D206A): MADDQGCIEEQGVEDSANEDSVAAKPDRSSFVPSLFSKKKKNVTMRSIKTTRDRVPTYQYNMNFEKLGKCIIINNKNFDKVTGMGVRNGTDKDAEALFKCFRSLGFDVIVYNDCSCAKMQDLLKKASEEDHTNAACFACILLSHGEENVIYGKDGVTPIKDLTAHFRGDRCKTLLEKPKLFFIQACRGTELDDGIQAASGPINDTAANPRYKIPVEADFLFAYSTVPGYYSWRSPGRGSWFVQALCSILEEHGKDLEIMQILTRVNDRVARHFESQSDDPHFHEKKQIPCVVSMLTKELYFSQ
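Test system: Procaspase-7 triple mutant (PC-7 D3A). Also added: Ac-DEVD-pNA substrate, 400 µM as added. Schedule: 1 h enzyme–compound preincubation and 2 h substrate reaction, both 25 °C. Signal: p-Nitroaniline absorbance at 405 nm, read at 0 and 120 min. Control set: low DMSO alone, high DMSO plus 5 µM PC-7.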
The depositor's hits bear a star; ? = inconclusive; · = no result given.

SMILES	TPT1 inhibitor	HCV core dimer	Efflux pump inh	procasp3 activ	PP5 primary	CTSL1 counter	JMJD2C inh	PP1 counter	proCasp7 act
Cn1c(=O)c(=O)n(C)c2cc(N3CCCCC3)c(NS(=O)(=O)c3ccc([N+](=O)[O-])cc3)cc21	-3	4	0.1	2	0.5	0	-4	-1	-2
COC(=O)c1[nH]c2cc(OC)c(OC)cc2c1NC(=O)Oc1ccccc1	-9	-54	-0.1	-5	3.1	1	9	0	4
CCOc1ccc(-c2c(C(=O)N/N=C/c3ccc(C)s3)nnn2-c2nonc2N)cc1	0	17	0.5	26*	1.0	-6	0	6	-6
COc1ccc(NC(=O)CCNC(=O)Cn2ccc3ccccc3c2=O)cc1OC	-2	3	-0.4	6	-1.0	3	-1	-3	-2
CCOC(=O)C(C)(C)N(Cc1ccccc1C)S(=O)(=O)c1ccc(Cl)c([N+](=O)[O-])c1	-1	7	0.0	3	3.8	-2	3	1	2
Cc1cc(NC(=O)CSc2nc(-c3ccccc3)cs2)no1	-5	0	0.0	4	5.0	-3	1	-1	2
COc1ccc(C)c2sc(=NC(=O)C(C)C)n(C)c12	-1	-5	0.0	-1	3.7	1	-4	0	9
CCOc1ccc(S(=O)(=O)NCc2ccco2)c2ccccc12	0	6	0.0	-3	1.6	-2	16	-1	-11
Cc1cc(C)c(C#N)c(SCc2ccccc2C(=O)O)n1	0	-1	0.2	1	3.4	-3	11	2	-2
c1nnn(C23CC4CC(CC(C4)C2)C3)n1	-4	-3	-0.1	3	1.2	0	3	-4	-4
CCOC(=O)N1CCN(C(=O)c2ccc(CS(=O)Cc3ccc(C)cc3)o2)CC1 (stereo unspecified)	-2	-13	-0.1	-5	-0.5	0	6	-2	-8
COc1ccc(/C=C/C(=O)c2ccc(OC)cc2O)cc1	-2	1	-0.2	-4	-0.4	3	5	-1	-10
O=C(NC1CCCC1)C(c1ccncc1)N(C(=O)c1csnn1)c1cccc(Cl)c1 (stereo unspecified)	1	-2	0.1	17	1.0	-1	-1	2	-4
COc1ccc(S(=O)(=O)Nc2ccccc2C)cc1	0	-8	0.0	8	2.2	2	1	-1	0
CN1CC(=O)N(CC(=O)NCc2ccc(F)cc2)c2ccccc2C1=O	1	-5	0.0	0	-3.4	-2	22	-2	0
O=C(Nc1ccc(S(=O)(=O)NCC2CCCO2)cc1)c1ccc(F)cc1 (stereo unspecified)	0	2	0.0	12	2.4	0	-10	1	-3
COCCNC(=S)N1CCC(NC(=O)Nc2ccc(C)cc2)CC1	-3	5	0.2	-6	-2.2	1	-16	9	2
O=C(O)C[C@H]1c2cc(C(F)(F)F)ccc2S(=O)(=O)N1C1CCN(Cc2ccccc2)CC1	-1	-5	0.0	5	2.3	-2	-8	-2	-8
COC(=O)CCSC(=S)N1CCOCC1	0	-3	-0.1	-2	-0.3	-6	-4	0	7
CCOC(=O)c1c(-c2ccccc2)csc1NC(=O)CSc1ccccc1	5	-6	0.3	-5	3.2	-5	1	1	0
CCOC(=O)C1=C(C)Nc2ccccc2N=C1NC(=O)c1cccc(S(=O)(=O)NCc2ccccc2)c1	0	4	0.0	3	0.8	2	-2	2	11
C[C@@H](C(=O)NCC1CCCO1)N1C(=O)N2CCc3c([nH]c4ccccc34)[C@@]2(C)C1=O (stereo partly specified)	-1	1	-0.1	10	1.2	0	4	-1	-6
O=C(NNC(=S)NC(=O)c1ccccc1)c1cccnc1	-2	-5	0.0	-6	0.8	-1	-11	-2	-20
CN1CCN(c2nc(C#N)cc(-c3ccccc3)n2)CC1	-5	-3	0.0	8	0.5	0	-2	0	-5
COc1ccc(NC(=O)CCCN2C(=O)C3C4C=CC(C4)C3C2=O)c(OC)c1 (stereo unspecified)	-2	1	-0.1	3	0.5	1	-32	0	3
SMILES	TPT1 inhibitor	HCV core dimer	Efflux pump inh	procasp3 activ	PP5 primary	CTSL1 counter	JMJD2C inh	PP1 counter	proCasp7 act
CCOC(=O)c1c(C)oc2ccc(OCc3cc(C(=O)OC)oc3C)cc12	-2	-20	-0.1	-7	-2.6	1	-16	-4	1
Cc1ccc(CN2CCC(c3nc4ccc(Cl)cc4[nH]3)CC2)cc1	-2	-3	0.0	2	1.0	-1	-2	1	-5
N#Cc1ccccc1NS(=O)(=O)c1cc2c3c(c1)CCN3C(=O)CC2	1	2	-0.2	7	-1.6	-8	8	1	2
COc1ccccc1CSc1ncc(-c2ccc([N+](=O)[O-])cc2)[nH]1	8	0	18*	-12	6.7	-3	2	5	-20
CN(C)c1ccc(/C=N\NC(=S)SCN2C(=O)C3CCC(C)(C2=O)C3(C)C)cc1 (stereo unspecified)	5	36	-0.1	10	0.9	4	6	-1	0
CN(Cc1ccon1)C(=O)CC1C(=O)NCCN1Cc1ccc(F)c(F)c1 (stereo unspecified)	-5	0	-0.1	-7	2.9	-1	-16	2	10
Nc1nc(CN2CCCCC2)cs1	-7	1	0.0	4	-1.5	-4	-4	-6	-4
C[C@@]12CCC3[C@@](CCC4[C@@]3(C)CCC[C@@]4(C)C(=O)Nc3ccc(Cl)cc3)(CC1=O)C2 (stereo partly specified)	·	·	0.0	9	0.7	·	3	-1	8
CC1CCCN(C(=O)N2c3ccccc3Sc3ccccc32)C1 (stereo unspecified)	1	-2	-0.5	4	-0.3	-3	-12	1	0
Cc1ccc(NC(=O)CCNS(=O)(=O)c2ccc3c(c2)c(=O)n(C)c(=O)n3C)cc1C	-4	-5	-0.1	0	-0.1	-1	-4	4	1
CCCCC(CC)C(=O)Nc1cc([N+](=O)[O-])ccc1F (stereo unspecified)	0	-11	-0.1	-9	4.7	-2	-4	6	-2
O=C(c1ccc(COc2ccc(Cl)cc2)cc1)N1CCCCC1	3	10	0.1	0	3.0	2	-1	2	-5
Cc1ccc(NC(=O)NCCCN2CCCC2=O)cc1C	-1	-1	-9.2	7	2.0	-1	14	-3	-3
O=C(NNS(=O)(=O)c1ccccc1)c1ccc(S(=O)(=O)N2CCCCC2)cc1	40*	-3	-0.2	-11	1.2	2	-15	0	1
O=c1[nH]c(=S)[nH]c2c1C(c1ccc(Br)cc1)c1c([nH]c(=S)[nH]c1=O)O2	82*	30	-0.1	1	-0.4	8	-4	9	-3
Oc1[nH]c2ccccc2c1N=Nc1nc(Nc2ccccc2)nc(N2CCOCC2)n1	1	8	0.1	4	1.6	0	-16	-7	-7
CNC(=O)NC(=O)CSc1nnc(-c2ccco2)n1Cc1ccccc1	-4	-4	0.0	8	0.1	-3	7	-2	-1
O=C(Cc1ccccc1)n1nc(-c2ccccc2)nc1NCc1ccco1	-1	7	0.3	4	4.7	51*	-4	1	2
CCOC(=O)c1sc(NC(=O)CNCc2ccccn2)c(C(=O)OCC)c1C	-3	-193	-0.2	11	1.8	6	6	9	-6
Cc1cccc(OCc2nnc(SCC(=O)N3c4ccccc4CCc4ccccc43)o2)c1	-7	12	0.0	-2	2.4	7	6	19*	4
COc1ccccc1Nc1nc(NCc2ccco2)c2ccccc2n1	-2	1	0.0	-3	2.2	-1	-6	4	4
COc1ccc(OCC(=O)N2CCN(C(=O)c3ccco3)CC2)cc1	0	-1	0.0	-7	1.1	-4	9	0	-7
CCO[C@@H]1OC(C(=O)N2CCN(Cc3ccc4c(c3)OCO4)CC2)=C[C@H](c2ccc(C(F)(F)F)cc2)[C@H]1CCCO	-1	0	0.5	13	2.4	2	20	-3	4
Cc1ccc(S(=O)(=O)N2CCN(C(=O)Cn3nc(C(=O)O)c4ccccc4c3=O)CC2)cc1	-2	0	-0.1	0	-1.9	-1	2	-3	9
CC(C)CNC(=O)C1Nc2ccc(C(F)(F)F)cc2C2C=CCC12 (stereo unspecified)	1	13	-0.1	-9	-2.3	-3	9	4	-7
SMILES	TPT1 inhibitor	HCV core dimer	Efflux pump inh	procasp3 activ	PP5 primary	CTSL1 counter	JMJD2C inh	PP1 counter	proCasp7 act
CCOc1ccc(S(=O)(=O)N2CC(=O)Nc3ccccc32)cc1C#N	1	2	-0.2	-2	-0.8	-1	-5	2	-8
Cc1ccc(C(=O)NC2CCCC2)s1	1	1	-1.3	2	2.4	0	19	-2	10
Cc1nc(COc2ccc(C(=O)NCc3ccccc3CN3CCCCC3)cc2)cs1	·	·	0.0	5	2.1	·	1	-2	-2
COc1cc(C(=O)NCC(=O)OCc2cc(=O)oc3c(C)c(C)ccc23)cc(OC)c1OC	3	4	0.1	0	0.0	-8	15	-4	-6
COc1ccc(S(=O)(=O)NC(N)=NCCc2ccccc2OC)cc1	-2	-11	-0.2	-2	-0.4	4	?	-3	-8
O=C1/C(=C/c2cccs2)SC(=S)N1C1CCS(=O)(=O)C1 (stereo unspecified)	4	-1	0.0	-7	-1.4	1	1	-3	-14
O=[N+]([O-])c1cccc(S(=O)(=O)Nc2ccc(-c3ccc(N4CCOCC4)nn3)cc2)c1	-3	-7	0.0	2	-0.5	2	-3	1	2
O=C(NC1CCCCC1)c1ccc(CS(=O)Cc2ccccc2Cl)o1 (stereo unspecified)	-3	-6	-0.1	7	1.6	0	-10	1	-12
Cc1cc[n+](CC(=O)N2CCCc3ccccc32)cc1	0	2	-0.1	0	2.7	2	0	1	4
O=C(NCc1ccc2c(c1)OCO2)c1ccc(N2CCCCCC2)c([N+](=O)[O-])c1	2	12	0.1	0	0.0	2	-1	12	-1
COc1ccccc1-n1c(SCC(=O)NC2CCCCC2)nc2c(c1=O)SCC2	-2	-2	-0.2	-5	-2.2	-4	10	-4	-4
Cc1sc2ncn(CC(=O)N(C)C3CCCCC3)c(=O)c2c1C	0	1	0.0	-1	0.7	1	3	-2	8
COc1cc(/C=C2\CCOC2=O)cc(OC)c1OC	2	6	0.2	3	3.4	-4	-7	-6	-6
C=CCSc1nc(=O)n2ccccc2n1	0	-1	0.1	1	1.5	6	3	-2	9
CCOC(=O)c1cnc(-n2nc(C)cc2C)nc1N1CCOCC1	0	-4	-0.1	9	-0.6	-2	6	-1	-2
CN(CC(=O)Nc1ccc(N2CCOCC2)cc1)C(=O)C1CCCC1	0	-7	0.1	0	2.9	1	-37	1	6
C=CCOC(=O)C1=C[C@H](c2ccccc2)[C@@H](CCCO)[C@H](OCC)O1	1	-12	0.2	-10	0.9	0	0	-1	4
COc1ccccc1-c1nnc(SCc2nc3ccccc3s2)n1C	3	2	0.4	-1	0.5	4	4	5	-18
CCOC(=O)c1cccc2c(=O)c(C(=O)c3ccc(Cl)cc3)c(C(=O)OC)[nH]c12	-2	15	-0.1	2	0.9	-3	4	-5	3
